Assay outcomes as filed in PubChem.
PV pol inh – poliovirus RNA polymerase inhibition. poliovirus polymerase elongation, fluorescence polarization; active compounds read low. % elongation, % (compound at 16.7 µg/mL). actives 0.66% (n = 150,000). P03300; in the data active means % elongation below about 90%; further: some results filed as inactive read as strong as hits
Target sequence (P03300 1749-2209 limits assumed): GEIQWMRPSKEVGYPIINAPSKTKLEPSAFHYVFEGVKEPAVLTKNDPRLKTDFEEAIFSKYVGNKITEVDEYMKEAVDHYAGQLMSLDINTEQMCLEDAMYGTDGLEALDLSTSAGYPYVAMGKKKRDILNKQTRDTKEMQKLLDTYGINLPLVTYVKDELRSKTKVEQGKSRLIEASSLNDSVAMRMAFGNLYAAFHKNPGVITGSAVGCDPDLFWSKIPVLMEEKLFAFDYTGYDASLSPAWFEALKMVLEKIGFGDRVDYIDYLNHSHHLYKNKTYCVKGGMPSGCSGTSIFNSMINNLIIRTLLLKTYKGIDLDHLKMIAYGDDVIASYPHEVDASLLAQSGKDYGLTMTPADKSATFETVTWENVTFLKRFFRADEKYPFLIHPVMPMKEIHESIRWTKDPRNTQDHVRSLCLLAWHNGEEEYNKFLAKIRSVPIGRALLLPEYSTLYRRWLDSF
PV pol inh FP z-score – second read-out of PV pol inh, no call of its own (marks repeat the call); z-score; measured here: FP z-score; hits read low
Starred values were filed as active, the others as inactive; & = joins results of further samples. Not all compounds are listed. The share of hits here may be higher or lower than overall.

SMILES	PV pol inh	PV pol inh FP z-score
CC(NC(=O)COc1cccc(-n2cnnn2)c1)c1ccc2c(c1)OCO2 (configuration not stated)	104.0	0.3
CCCC(=O)N1CCCC(c2nc(-c3ccc(C(C)C)cc3)no2)C1 (configuration not stated)	106.0	1.5
COc1ccc(Br)cc1S(=O)(=O)N1CCN(Cc2ccc3c(c2)OCO3)CC1	100.0	-0.3
COc1ccc(-c2noc(COc3ccc(Br)cc3C)n2)cc1OC	101.0	-1
O=C(OCc1nnc(-c2ccccc2)o1)c1ccccc1NS(=O)(=O)c1ccc2c(c1)OCCO2	101.0	-0.1
Cc1cc(OC(=O)N(C)C)cc(=O)n1C	106.0	0.2
COc1cccc(CSc2nc3n(n2)C(c2cccnc2)C(C(=O)Nc2ccccc2C)=C(C)N3)c1 (configuration not stated)	103.0	-0.9
Cc1ccc(-n2c(N)c(C(=O)NCC3CCCO3)c3nc4ccccc4nc32)cc1 (configuration not stated)	107.0	0.5
COCC(=O)Nc1cccc2ccccc12	99.0	-0.4
Cc1nn(-c2ccccc2)c(C)c1C(=O)N(Cc1ccco1)Cc1cccs1	105.0	0.3
Cc1ccc(Cn2ccn(Cc3ccccc3)c(=O)c2=O)cc1	104.0	0.5
Cc1cc(C(=O)COC(=O)CN=C2NS(=O)(=O)c3ccccc32)c(C)n1C	96.0	-1.2
O=C(Nc1ccc(OCC(=O)N2CCCC2)cc1)c1ccco1	100.0	0
C=CCn1c(Cc2csc(N)n2)nnc1SCC(=O)Nc1ccc(S(N)(=O)=O)cc1	102.0	0.8
O=C(/C=C/c1ccco1)N(Cc1nnc(-c2ccccc2Cl)o1)C1CC1	104.0	0.2
CCSc1nnc(CCNC2CCCCC2)n1C	101.0	-0.4
Cn1cccc1Cc1nnc(SCC(=O)N2CCCCC2)n1CCc1ccccc1	101.0	0.1
CC(C)NC(=O)C1CC(c2ccc(F)cc2)=NO1 (configuration not stated)	104.0	0.7
CCN(CC)CCC(=O)N1c2ccccc2CCc2ccc(NC(=O)OC(C)C)cc21	100.0	-0.3
Clc1ccc2c(-n3nnc4ccccc43)ccnc2c1	104.0	0.3

3 entries from above, as labelled records.
Cc1nn(-c2ccccc2)c(C)c1C(=O)N(Cc1ccco1)Cc1cccs1
  PV pol inh: 105.0 | PV pol inh FP z-score: 0.3

Cc1ccc(Cn2ccn(Cc3ccccc3)c(=O)c2=O)cc1
  PV pol inh: 104.0 | PV pol inh FP z-score: 0.5

Cc1cc(C(=O)COC(=O)CN=C2NS(=O)(=O)c3ccccc32)c(C)n1C
  PV pol inh: 96.0 | PV pol inh FP z-score: -1.2

Compounds listed so far that have an aryl methoxy group, in the order listed:
SMILES	PV pol inh	PV pol inh FP z-score
COc1ccc(Br)cc1S(=O)(=O)N1CCN(Cc2ccc3c(c2)OCO3)CC1	100.0	-0.3
COc1ccc(-c2noc(COc3ccc(Br)cc3C)n2)cc1OC	101.0	-1
COc1cccc(CSc2nc3n(n2)C(c2cccnc2)C(C(=O)Nc2ccccc2C)=C(C)N3)c1 (configuration not stated)	103.0	-0.9

Additional compounds
SMILES	PV pol inh	PV pol inh FP z-score
CCOc1ccccc1NC(=O)N1CC(C)Oc2ccc(Cl)cc21 (configuration not stated)	106.0	-0.1
CC(C)OC(=O)c1cc(=O)[nH]c2ccccc12	101.0	0.1
COc1cccc(CC(=O)Nn2c(C)nc3ccccc3c2=O)c1	105.0	0.9
O=C(c1ccncc1)N(Cc1cc2ccccc2[nH]c1=O)c1ccccc1	103.0	0.4
CCOc1cc(/C=C2\SC(=S)N(CCCC(=O)O)C2=O)ccc1O	115.0	3.6
O=S(=O)(c1ccccc1C(F)(F)F)N1CCN(c2ccccc2O)CC1	103.0	0.2
Clc1ccc(CCNc2ncnc3onc(-c4ccc(Cl)cc4)c23)cc1	100.0	-0.2
CCOc1ccc(CNC(=O)c2ccc3c(c2)c(C)c(C)n3Cc2ccc(Cl)cc2)cc1	98.0	-1.8
CCc1ccc(-c2csc3ncn(CC(N)=O)c(=O)c23)cc1	107.0	0.4
COc1ccc2c(c1)NC(c1ccc(Cl)cc1)=NC(c1cccs1)=N2	109.0	0.2
Cc1ccc2ncnc(NC(CO)C(=O)O)c2c1 (configuration not stated)	103.0	0.3
CC1CCc2c(sc(NC(=O)c3cc(-c4ccc(F)cc4)on3)c2C(N)=O)C1 (configuration not stated)	107.0	0.6
CCC(C)NC(=O)c1nn(-c2ccc(OC)cc2)c(=O)c2c1c1ccccc1n2C (configuration not stated)	101.0	0.3
COc1ccc(C(=O)c2oc3ccccc3c2N)cc1	103.0	0.3
O=C(Nc1ccc(C(=O)NCCCN2CCCCC2)cc1)C1=CSCCO1	100.0	-0.7
COC(=O)N/N=C/c1cc(C)n(-c2ccccc2)c1C	102.0	0.1
Nc1nnc(CCN2C(=O)CSC2=O)s1	98.0	-1.1
Cc1ccccc1NS(=O)(=O)c1ccc(-n2cnnn2)cc1	101.0	-0.4
CCc1ccc2oc(C(=O)Nc3ccccc3C(=O)OC)cc(=O)c2c1	115.0	1.5
CN1c2ccccc2C(=O)/C(=N\Nc2ccccc2Cl)S1(=O)=O	101.0	-0.2
COc1cccc(NC(=O)Cn2c(=O)n(-c3ccccc3)c(=O)c3c2c2cc(OC)ccc2n3C)c1	102.0	-1.2
COc1cccc(-n2ccnc2SCC(=O)Nc2ccc(Cl)c(Cl)c2)c1	105.0	-0.6
CCOc1ccc2c(c1)s/c(=N\C(=S)NC(=O)CN1C(=O)CCC1=O)n2C	100.0	0
O=C(NCC1CCCO1)c1csc2c1CCCC2 (configuration not stated)	102.0	0.1
CNc1ccc(OC(F)F)cc1C(=O)c1ccccc1	101.0	0.1
CC(C)CCNC(=O)CCCN1C(=O)c2ccccc2Sc2ncccc21	105.0	-0.3
CCOc1ccc(CCNS(=O)(=O)c2c(C)nc3scc(C)n3c2=O)cc1OCC	108.0	1
O=C(OCC(=O)N1CCc2ccccc2C1)c1sc2sccc2c1Cl	101.0	-0.1
O=C(Nc1c(C(=O)N2CCOCC2)cnn1-c1ccccc1)c1ccco1	100.0	0
CC(=O)N1CC=C2C(C#N)=C(N)C(C#N)(C#N)[C@H](c3ccc(F)cc3F)[C@H]2C1	110.0	0.7
Cc1ccc(-n2c(C)nc3cc(C(=O)O)ccc32)c(C)c1	103.0	0.8
CC(=O)Nc1ccc(S(=O)(=O)N2CCCC2c2ccc3c(c2)OCCCO3)cc1 (configuration not stated)	102.0	-0.1
Oc1ccccc1C1CCCCC1c1ccccc1 (configuration not stated)	103.0	0.2
CCOc1cccc2cc(C(N)=O)c(=NCc3ccccc3)oc12	108.0	2.1
Cn1cc(/C(N)=N/O)c(=O)n(Cc2ccccc2)c1=O	99.0	-0.8
Cc1ccc(C(=O)OCC(=O)N2CCC(Cc3ccccc3)CC2)cc1N	101.0	-0.1
NC(=O)COC(=O)c1ccc(F)cc1Cl	104.0	0.9
Cc1ccc2occ(CC(=O)N3CCN(c4cccc(Cl)c4)CC3)c2c1	114.0	-0.1
CN1CCC(N(C)C2CCN(Cc3ccccc3)CC2)CC1	102.0	0.8
Cc1ccc(S(=O)(=O)NCCSc2nnc3nc(C)cc(C)n23)cc1	101.0	0.1
CC1CN(C(=O)CCC(=O)N2CCN(c3ccccn3)CC2)c2ccccc2O1 (configuration not stated)	102.0	-0.9
COc1ccccc1-c1coc2c(CN(C)C3CCCCC3)c(O)ccc2c1=O	102.0	-0.3
CC1CCC(Nc2nc3c(-c4cccc(C(F)(F)F)c4)nnn3c3ccccc23)CC1 (configuration not stated)	110.0	2
Cc1nc2ccc(C(F)(F)F)cc2n1CCc1ccccc1	100.0	-0.3
CC1=C(C(=O)Nc2ccccc2)C(c2ccc(C)cc2)n2nc(SCc3ccccc3C)nc2N1 (configuration not stated)	114.0	0.5
COc1cc2nc(SCC(=O)Nc3ccc(F)cc3)n3nc(CCn4c(C)nc5ccccc54)nc3c2cc1OC	110.0	0.6
Cn1nccc1C(=O)NCc1ccc2c(c1)CCN2C(=O)c1ccc(F)cc1	103.0	-0.9
CCCCN1C(=O)CCC(C(=O)O)C1c1ccccc1OC (configuration not stated)	98.0	-0.7
CCc1ccnc(NC(=O)CC2(CC(=O)O)CCCCC2)c1	101.0	-0.2
CC(CS(=O)(=O)c1ccc2c(c1)NC(=O)C(C)S2)C(=O)NC1CCCCCC1 (configuration not stated)	102.0	-0.1
O=c1c(Oc2ccccc2)c(C(F)(F)F)oc2c3c(ccc12)OCO3	103.0	1.5
Cc1ccc(-c2cn3nc(N4CCC(C(=O)Nc5ccccc5C)CC4)sc3n2)cc1	108.0	0.1
Cc1ccc(Cl)cc1NC(=O)c1oc2ccc(S(=O)(=O)N3CCCCCC3)cc2c1C	107.0	-0.3
CCN1C(=O)/C(=N\N2CCN(C)CC2)c2ccccc21	106.0	0
Nc1nnnn1/N=C1/C(=O)Nc2ccc(Br)cc21	72.0*	-3.6*
CC1CCCCN1C(=O)CN1C(=O)c2ccccc2C1=O (configuration not stated)	101.0	0.2
COc1ccccc1-c1nn2c(=O)cc(CN3CCN(S(=O)(=O)c4ccc(C)cc4)CC3)nc2s1	111.0	0.9
COc1ccc(-c2ccc(NS(=O)(=O)c3cccc(Cl)c3)cc2)nn1	106.0	0
Nc1cc(=O)nc(SCc2ccccc2)n1Cc1ccco1	106.0	2.4
CN(C(=O)c1c2c(nc3ccccc13)C(=O)N(C1CCCCC1)C2)c1ccc(F)cc1	99.0	-0.5
Other compounds:
SMILES	PV pol inh	PV pol inh FP z-score
CCOC(=O)c1cccc(NC(=O)C2COc3ccc(OC)cc3C2)c1 (configuration not stated)	106.0	-0.2
CN1CCC(N(C)C(=S)NCCc2ccccc2)CC1	101.0	0.5
O=C(CSc1nc2c([nH]c3ccccc32)c(=O)n1-c1ccc(F)cc1)N1CCCCC1	105.0	-0.5
COc1ccc(S(=O)(=O)N2CC(O)CC2C(=O)OCc2nc3sc(C)c(C)c3c(=O)[nH]2)cc1 (configuration not stated)	109.0	0.7
Cc1ccc(CNC(=O)CN2C(=O)C3CCCCN3c3ccc(C(=O)N4CCCC4)cc32)cc1 (configuration not stated)	107.0	0.1
c1ccc(-n2nnnc2SSc2nnnn2-c2ccccc2)cc1	98.0	-0.8
Cc1ccccc1Cn1c(N2CCC(C(=O)N3CCN(C(=O)c4ccco4)CC3)CC2)nc2ccccc21	103.0	0.6
O=C1Nc2ccccc2C1C1(O)C(=O)Nc2ccc(F)cc21 (configuration not stated)	100.0	0.1
N#CC1=C(N)OC2=C(C(=O)CCC2)C1c1cc2cc3c(cc2nc1Cl)OCO3 (configuration not stated)	100.0	-0.5
CCOC(=O)C1CCCN(C(=O)CN2N=C(c3ccccc3)CCC2=O)C1 (configuration not stated)	99.0	-0.3
Cc1nn(-c2ccccc2)c2sc(C(=O)c3nccn3C)cc12	102.0	0.2
COc1ccccc1C(=O)NCCC(=O)NC1CCCCCC1	103.0	-0.1
COc1ccc(-c2ncnc(C(F)(F)F)c2-c2cscn2)c(O)c1	109.0	0.7
Cc1oc(-c2ccc(Cl)cc2)nc1CSc1nnc(C)n2c1cc1sccc12	111.0	0.7
O=C(COc1ccc(Br)cc1)Nc1ccc(Cl)cc1C(=O)c1ccccc1	105.0	0.3
Cc1cc(NC=C(C#N)C#N)no1	105.0	1.1
Cn1cc(/C=C(\C#N)C(=O)OC2CCCCC2)c2ccccc21	103.0	0.3
CC(=O)N(CN1C(=O)c2ccccc2C1=O)c1ccccc1C	102.0	-0.1
O=C1C2CC=CCC2C(=O)N1Cc1ccccc1 (configuration not stated)	104.0	0.8
Clc1ccc(CO/N=C(\Cn2ccnc2)c2ccc(Cl)cc2Cl)c(Cl)c1	98.0	-0.1

Sorted by count of non-hydrogen atoms (rising): part of the list above
SMILES	PV pol inh	PV pol inh FP z-score
Clc1ccc(CO/N=C(\Cn2ccnc2)c2ccc(Cl)cc2Cl)c(Cl)c1	98.0	-0.1
O=C(COc1ccc(Br)cc1)Nc1ccc(Cl)cc1C(=O)c1ccccc1	105.0	0.3
N#CC1=C(N)OC2=C(C(=O)CCC2)C1c1cc2cc3c(cc2nc1Cl)OCO3 (configuration not stated)	100.0	-0.5

Next section
SMILES	PV pol inh	PV pol inh FP z-score
CCOC(=O)c1sc(-c2ccc(C)cc2)c(C#N)c1C	100.0	-0.2
CN(C(=O)CSc1nc2ccc(NC(=O)c3cccs3)cc2s1)c1ccccc1	107.0	0.1
CCOC(=O)c1ccc(-n2c(C)cc(C=C3C(=O)NC(=S)NC3=O)c2C)cc1	103.0	0.6
CCn1c(O)c(C=Nc2cccc(Cl)c2)c(=O)[nH]c1=S	98.0	-1.2
O=C(c1ccc(CS(=O)(=O)c2ccc(C(F)(F)F)cn2)o1)N1CCOCC1	101.0	-0.3
O=C(O)CNC(=O)C(CS)Cc1ccccc1 (configuration not stated)	105.0&102.0&101.0	1.3&0.4&0.2
CC(C)(C)NCC(=O)Nc1ccc(F)cc1Cl	101.0	-0.3
CCOc1ccccc1NC(=O)Nc1nnc(N2CCCC(C)C2)s1 (configuration not stated)	104.0	-0.7
CCOC(=O)Cc1cc(=O)n2[nH]cc(C#N)c2n1	98.0	-1.2
COc1cc(S(=O)(=O)NC(C)(C)CC(C)(C)C)ccc1NC(C)=O	101.0	-0.3
O=C(COC(=O)c1cccnc1Nc1cccc(C(F)(F)F)c1)NCc1ccco1	102.0	0.2
CSC1=NC(C)(C)Cc2c(C)cccc21	90.0*	-0.9*
Cc1ccc(NC(=O)C(=O)NCCc2sc(-c3ccc(Cl)cc3)nc2C)cc1C	107.0	0
O=C(COCc1cc(-c2cccs2)on1)N1CCN(c2ccccc2)CC1	102.0	-1.3
CCOc1cc(C(=O)OCCN2C(=O)c3ccccc3C2=O)ccc1OCC(=O)N1CCCCC1	100.0	-0.2
Cc1ccc(Cl)cc1N(C)C(=O)Cn1nc(Cc2cccnc2)c2ccccc2c1=O	103.0	-0.3
CC1(C)CC(=O)c2cc(C(=O)NCCC3=CCCCC3)c(=O)n(-c3ccccc3)c2C1	96.0	-1.2
Cc1nc(-c2cccc(F)c2)sc1CCNC(=O)Cc1ccc(F)cc1	104.0	-0.5
Cc1ccc2nc(N3CCN(c4ccc(F)cc4)CC3)c3nnnn3c2c1	108.0	0.1
N#Cc1cccc(C#N)c1Oc1ccc(S(=O)(=O)NCc2ccco2)cc1	107.0	0.5
Cn1c(=O)oc2cc(S(=O)(=O)N3CCC(C(=O)NCCc4ccc(Cl)cc4)CC3)ccc21	99.0	-0.4
O=C(O)/C=C/C(=O)Nc1ccccc1C(=O)O	101.0	0.2
